Bioassay records as filed in PubChem.
AmpC inh detg: qHTS Inhibitors of AmpC Beta-Lactamase (assay with detergent) | P00811 | AmpC hydrolysis of nitrocefin, absorbance 480 nm, 0.01% Triton | Potency, µM (series often up to 114 µM), inactives show at the top dose activity change, negative = inhibition, most hits filed as inhibitors | 370,000 tested, 0.041% active;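 note: potency is the fitted concentration of half-maximal effect; 0% = no-compound wells and -100% = no-enzyme wells; nearly all actives have a fitted effect of over 25% in size; some results filed as inactive show a strong effect at the top dose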
Target sequence (P00811 whole entry, looked up): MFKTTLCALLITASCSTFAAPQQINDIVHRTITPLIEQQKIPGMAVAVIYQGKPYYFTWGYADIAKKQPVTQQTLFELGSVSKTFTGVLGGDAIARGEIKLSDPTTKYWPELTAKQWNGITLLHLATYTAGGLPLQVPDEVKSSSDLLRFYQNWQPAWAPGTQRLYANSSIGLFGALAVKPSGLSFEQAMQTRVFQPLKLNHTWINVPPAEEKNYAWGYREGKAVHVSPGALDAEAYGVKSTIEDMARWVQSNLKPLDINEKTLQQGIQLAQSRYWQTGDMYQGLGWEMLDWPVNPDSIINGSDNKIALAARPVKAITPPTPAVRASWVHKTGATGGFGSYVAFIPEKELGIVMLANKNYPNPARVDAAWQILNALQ
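20 mM phosphate pH 7.0 + 0.01% (detergent screen) or 0.0001% Triton X-100; 5.3 nM AmpC reagent; cpd preinc 15 min RT; nitrocefin (800 uM stock) to start; A480 q20 s × 4 min; Activity was normalised to no-enzyme and no-compound control wells.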
LmPK inhibitor: qHTS Assay for Inhibitors of Leishmania Mexicana Pyruvate Kinase (LmPK); Q27686; purified LmPK, Kinase-Glo ATP luminescence, 1 h; Potency, µM (series often up to 57.5 µM), for inactives: top-dose activity change, negative = inhibition, hits mostly inhibitors; 290,000 tested, 0.37% active; AID 1721, 2009; note: potency is the fitted concentration of half-maximal effect
Target sequence (Q27686 whole entry, looked up): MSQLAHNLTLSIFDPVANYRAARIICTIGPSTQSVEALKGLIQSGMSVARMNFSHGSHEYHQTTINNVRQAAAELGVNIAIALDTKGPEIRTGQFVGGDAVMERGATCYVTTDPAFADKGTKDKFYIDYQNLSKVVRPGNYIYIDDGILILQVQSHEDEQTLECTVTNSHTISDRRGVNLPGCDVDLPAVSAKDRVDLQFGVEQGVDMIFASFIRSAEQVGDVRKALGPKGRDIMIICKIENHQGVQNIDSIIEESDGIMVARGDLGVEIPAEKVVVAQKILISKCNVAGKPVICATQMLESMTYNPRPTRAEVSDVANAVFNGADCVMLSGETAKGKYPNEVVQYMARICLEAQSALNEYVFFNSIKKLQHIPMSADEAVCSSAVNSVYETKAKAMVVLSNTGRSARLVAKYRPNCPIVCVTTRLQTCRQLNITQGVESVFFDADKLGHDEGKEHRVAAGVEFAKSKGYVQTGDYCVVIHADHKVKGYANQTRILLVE
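Pyruvate kinase activity monitored as ATP production (luciferase luminescence). Conditions: 0.1 nM enzyme, 0.5 mM PEP, 0.1 mM ADP, 1 h, RT; normalized against uninhibited and no-enzyme wells.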
AmpC no deterg: qHTS Inhibitors of AmpC Beta-Lactamase (assay without detergent); AmpC nitrocefin hydrolysis, absorbance 480 nm, 0.0001% Triton; Potency, µM (series often up to 57.1 µM), without a hit: at the top dose activity change, negative = inhibition, most hits filed as inhibitors; 330,000 tested, 0.52% active;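 note: potency is the fitted concentration of half-maximal effect; plate controls were no compound for no effect and no enzyme for full effect; nearly all actives have a fitted effect of over 20% in size; some results filed as inactive show a strong effect at the top dose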
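20 mM phosphate pH 7.0 + 0.01% (detergent screen) or 0.0001% Triton X-100; 5.3 nM AmpC reagent; cpd preinc 15 min RT; nitrocefin (800 uM stock) to start; A480 q20 s × 4 min; Activity was normalised to no-enzyme and no-compound control wells.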
HCMV antiviral: qHTS Assay for inhibitors of the human cytomegalovirus (HCMV); AID 1259415, 2018; activity change, negative = inhibition, % at 57.5 µM; HFF cells, HCMV-luciferase reporter, 72 h; stronger effect = lower value; 410,000 tested, 4.5% active; in the data active = activity change below about -60%; inconclusive = no clear call, values can overlap the other calls; inactive = above about -39%
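Inhibition of viral replication was scored as loss of reporter luminescence in HFFs infected with HCMV-luciferase (MOI 1 PFU/cell) for 72 h; compounds tested at 2 doses, normalized to buffer and Salinomycin controls.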
HCV inh: qHTS Assay for Inhibitors of Hepatitis C Virus (HCV). Huh7.5.1 HCVcc-Cre infection, luciferase reporter, 44 h. Potency, µM (top dose mostly 41.8 µM), inactives show top-dose activity change, negative = inhibition, actives largely listed as inhibitors. 340,000 tested, 3.4% active; note: potency is the fitted concentration of half-maximal effect
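1,000 cells/well; 4 h culture; + compound; + HCVcc-Cre (~0.5 moi); 44 h; luciferase substrate, RT 15 min; read 15 sec.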
AMA1 RON2 block: qHTS for Inhibitors of AMA1-RON; Towards Development of Antimalarial Drug Lead: Primary Screen; Plasmodium falciparum AMA1 (3D7) - RON2 peptide interaction; AlphaScreen AMA1-biotinylated RON2 peptide binding; Potency, µM (series often up to 58.2 µM), without a hit: at the highest dose activity change, negative = inhibition, most hits filed as inhibitors; 360,000 tested, 0.2% active; AID 720542, 2013;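 note: potency is the fitted concentration of half-maximal effect; 0% = vehicle wells and -100% = peptide control; nearly all actives have a fitted effect of over 45% in size; some results filed as inactive show a strong effect at the top dose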
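AMA1 (3D7) with his tag at 25 nM final met compounds first, then biotinylated RON2 peptide at 25 nM; detection used donor plus acceptor beads, 10 µg/mL apiece, read by AlphaScreen after 30 min at room temperature.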
Tb PYK inh: qHTS of Trypanosoma Brucei Inhibitors; TbPYK enzyme, Kinase-Glo Plus ATP luminescence, 45 min; 410,000 tested, 0.12% active; AID 624173, 2012; Potency, µM (highest dose often 76.8 µM), for inactives: at the top dose activity, negative = inhibition, usual class: inhibitors; pyruvate kinase (Trypanosoma brucei), Q57TT1; note: potency is the fitted concentration of half-maximal effect; nearly all actives have a fitted effect of over 50% in size
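In this concentration-response screen, enzyme-free wells defined baseline while DMSO plates tracked drift. Each reaction combined TbPYK, substrate, compound and 130 uM ADP for 45 min at room temperature. Kinase-Glo Plus luminescence gave the signal.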
* = called active by the depositor; ? = inconclusive; / = no result given; & = joins results of further samples; [ ] = remark or other dose. Unless noted, calls come from the whole dose curve; as a rule, active = well fitted curve in the direction sought with a large enough effect; inconclusive = small, poorly fitted or top-dose-only effect, or another doubt; inactive = no such curve, though single readings can be large; an effect the other way counts as inactive or inconclusive. Unless noted, % is set by controls: 0 for no effect and ±100 for the full control effect.

smiles,AmpC inh detg,LmPK inhibitor,AmpC no deterg,HCMV antiviral,HCV inh,AMA1 RON2 block,Tb PYK inh
CC1(c2ccccc2)NC(=O)N(CC(=O)N(CC(=O)Nc2ccccc2C(F)(F)F)Cc2ccco2)C1=O (stereo not drawn),0%,/,26%,-13,14%,30%,-19%
O=C(COCc1cc(-c2cccs2)on1)N1CCN(c2ccccc2)CC1,-1%,/,/,-5,/,/,1%
O=C(NCc1ccccc1)c1csc2c1CCCCC2,8%,0%,-19%,-25,-10%,-7%,7%
O=C(Nc1cc(S(=O)(=O)N2CCOCC2)ccc1N1CCOCC1)c1c(F)cccc1Cl,/,/,31%,-20,-1%,-2%,-1%
CCOC(=O)N1CCN(C(=O)c2ccc(N3C(=O)c4ccccc4C3=O)cc2)CC1,?,-10%,28%,2,15%,-5%,-7%
CC(OC(=O)c1ccc(Cl)nc1)C(=O)NC(C)(C)C (stereo not drawn),-8%,10%,1%,-2,16%,2%,-4%
CS(=O)(=O)c1ccc(Cl)c(NC(=O)COC(=O)CCN=C2NS(=O)(=O)c3ccccc32)c1,-2%,/,?,-25,-9%[8.37 µM],-2%,-1%
CCc1nc2ccc(C(=O)NCCc3c[nH]c4ccccc34)cn2c1N(C)CCCc1ccccc1,/,/,/,17,/,-3%,-4%
OCC1CCCN(c2ncnc3scc(-c4ccccc4)c23)C1 (stereo not drawn),4%,-2%,1%,-63*,-12%,0%,-8%
Cc1ccc(-c2nc3c(C)cccn3c2Nc2ccccc2C)s1,12%,/,/,-65*,/,/,-3%
CCc1cc(C(=O)NCC(c2ccco2)N2CCCCC2)sc1C (stereo not drawn),-9%,/,-3%,?,-22%,18%,0%
CCCCn1c(N)c(N(CCOC)C(=O)c2cccc(S(=O)(=O)N(C)c3ccc(C)cc3)c2)c(=O)[nH]c1=O,-10%,/,121%[activator],5,6%,2%,5%
Cc1ccc(Cl)cc1Nc1nn2c(=O)c3ccc(C(=O)NC(C)c4ccccc4)cc3nc2s1 (stereo not drawn),1%,/,/,2,/,/,-3%
CC(C)CC(NC(N)=O)C(=O)OCC(=O)Nc1ccc(SC(F)F)cc1 (stereo not drawn),-6%,3%,6%,0,32%[activator],-8%,4%
C=CCn1c(SCC(=O)Nc2ccc(Br)cc2)nc(O)c(CC)c1=O,-2%,6%,-27%,0,8%,1%,1%

Among those listed so far, two have a furan ring, fused or not:
smiles,AmpC inh detg,LmPK inhibitor,AmpC no deterg,HCMV antiviral,HCV inh,AMA1 RON2 block,Tb PYK inh
CC1(c2ccccc2)NC(=O)N(CC(=O)N(CC(=O)Nc2ccccc2C(F)(F)F)Cc2ccco2)C1=O (stereo not drawn),0%,/,26%,-13,14%,30%,-19%
CCc1cc(C(=O)NCC(c2ccco2)N2CCCCC2)sc1C (stereo not drawn),-9%,/,-3%,?,-22%,18%,0%

New compounds follow.
smiles,AmpC inh detg,LmPK inhibitor,AmpC no deterg,HCMV antiviral,HCV inh,AMA1 RON2 block,Tb PYK inh
Cc1ccccc1-c1nnc(-c2ccc(Cl)cc2)o1,5%,-5%,1%,12,-4%,-1%,-5%
CCN(CC)C(=O)C(=O)c1ccn(-c2c(C)csc2C(=O)OC)c1,-5%,3%,0%,35,-14%,7%,0%
Cc1ccc(NC(=O)C(=O)NCCc2sc(-c3ccc(Cl)cc3)nc2C)cc1C,-3%,/,/,26,/,/,2%
CC1CCCN(C2(O)C(=O)Nc3ccc(Cl)cc32)C1 (stereo not drawn),-2%,-3%,-46%,?,-8%,2%,0%
COc1ccccc1C(=O)N/C(=C\c1ccccc1)C(=O)NC(C)C(=O)O (stereo not drawn),-1%,-3%,1%,3,6%,6%,-1%
CN(C)C(CNC(=O)NC1CCCCC1)c1cccnc1 (stereo not drawn),-13%,5%,-4%,-33,10%,11%,-2%
O=C(CCC1CCCN(C(=O)CCC(F)(F)F)C1)NCc1ccc(F)c(F)c1 (stereo not drawn),1%,7%,-20%,-15,4%,14%,5%
CCc1nn(CC(=O)NCCCc2ccccc2)c(=O)c2cc3cc(F)ccc3n12,6%&-6%,-1%,-23%,-1,?,-5%,3%&-3%
Cc1cccc(-n2cc(-c3ccccc3)c3c(NC(C)C)ncnc32)c1,2%,/,/,-20,/,/,-12%
COc1ccc2c(c1OC)C(=O)OC2Nc1ccccc1S(=O)(=O)C(F)F (stereo not drawn),-4%,0%,-6%,29,18%,-12%,-13%
Cc1cccc(NC(=O)C2(c3ccccc3)CCOCC2)c1,-7%,8%,0%,-34,-1%,12%,-4%
CCOC(=O)C1(Cc2cccc(Cl)c2)CCCN(CCO)C1 (stereo not drawn),2%,6%,69%[activator],0,13%,-10%,-4%
Cc1cccc(Oc2nc3c(c(=O)n(C)c(=O)n3C)n2C)c1C,22%,/,/,16,/,/,1%
Cc1cc(C)c([N+](=O)[O-])cc1-c1ccc(/C=N/NC(=O)c2nonc2N)o1,?,5%,-28%,-30,2%,51%[activator],-3%
Cc1nc2nc(-c3cccnc3)[nH]n2c(=O)c1Cc1ccccc1,3%,-12%,-4%,-13,-1%,0%,13%
C=CCSc1nnc(Cn2c(=O)sc3ccccc32)n1C,?,5%,-28%,-2,13%,-2%,1%
Cc1cc(F)ccc1S(=O)(=O)N1CCCOC1CNC(=O)C(=O)NCCc1c[nH]c2ccccc12 (stereo not drawn),3%,1%,-28%,-36,11µM*,-3%,-20%
CCOc1cccc(NC(=O)c2ccc(S(=O)(=O)N3CCCC3)cc2)c1,3%,12%,-38%,-36,?,1%,3%
CCOc1ccc(NC(=O)CN(C)C(=O)CCCn2c(=O)oc3ccccc32)cc1OCC,0%,/,-7%,-3,?,5%,4%
O=C1CN(CC(=O)Nc2cccc(Cl)c2Cl)c2ccccc2N1,-15%,4%,-16%[11.4 µM],28,11%,11%,-5%
Cc1ccc(C2C(C(=O)c3cccs3)=C(O)C(=O)N2c2ccc(S(N)(=O)=O)cc2)cc1 (stereo not drawn),-9%,4%,-19%,14,26%,5%,-4%
Cc1ccccc1NC(=S)N1CCN(Cc2ccccc2)CC1,-14%,3%,-11%,?,-3%,6%,-2%
O=C(NC1CCCCC1)C(c1ccncc1)N(C(=O)c1ccco1)c1ccc(F)cc1 (stereo not drawn),4%,-3%,1%,6,4%,2%,1%
Cc1ccc(N2C(=O)N(CC(=O)Nc3ccccc3C(F)(F)F)C(=O)C2C)cc1 (stereo not drawn),7%,/,-11%,-15,-29%,-5%,-2%
Cn1c(=O)[nH]c2nncnc2c1=O,/,/,/,-23,?,0%,3%
COc1ccc(S(=O)(=O)N(C)CC(=O)Nc2ccc(C(N)=O)cc2)cc1OC,-4%,0%[11.5 µM],-19%,32,20%,17%,-1%
CCN(CC)S(=O)(=O)c1cccc(-c2nnc(SCC(=O)NC)n2N)c1,-1%,-2%,141%[activator],?,7%,-1%,3%
O=C1OCC/C1=C\NCCCCCCCCN/C=C1\CCOC1=O,/,/,/,11,/,0%,-5%
Cc1ccccc1NC(=O)CSc1nc2c(oc3ccccc32)c(=O)n1Cc1ccco1,3%,/,/,9,/,/,-10%
C[C@@H]1CN([C@@H](C)CO)C(=O)c2cc(NC(=O)C3CCCCC3)ccc2O[C@@H](C)CCCCO[C@@H]1CN(C)C(=O)CCCN(C)C,/,/,/,-9,/,3%,-2%
N#Cc1c(NC(=O)C2CC(c3c(F)cccc3Cl)=NO2)sc2c1CCC2 (stereo not drawn),-4%,-3%,-29%,-22,32%[activator],15%,2%
Cn1c(=O)c2[nH]c(CN3CCCCC3)nc2n(C)c1=O,/,/,/,3,2%,2%,0%
COc1ccccc1NC(=O)Nc1ccc(CC#N)cc1,0%,-8%,-25%,-30,?,-1%,2%
Cc1c(C(=O)C(=O)N2CC=C(c3ccccc3)CC2)c2ccccc2n1C,-9%,7%,27%,33,?,-1%[11.6 µM],1%
COc1ccc(OC)c(/C=N/NC(=O)C(=O)NCc2cccnc2)c1,-1%,6%,-8%,-6,26%,-2%,4%
CCN(CC)c1ccc(NC(=O)c2ccccc2OCC(=O)OC)cc1,-4%,5%,15%,-32,27%,-21%,-28%
O=C1NCCCC1C(=O)Nc1ccccn1 (stereo not drawn),11%,-1%,-5%,45,6%,-4%,2%
CCNC(=S)NCc1ccc(F)cc1,-7%,5%,-4%,-34,10%,-9%,-14%
CSCCC(NC(=O)c1ccccc1Br)C(=O)NNC(=O)c1ccncc1 (stereo not drawn),3%,/,-16%,25,3%,30%,-1%
Cc1noc(C)c1CSCC(=O)Nc1cc(Cl)ccc1N1CCCCC1,-19%,/,-3%,-25,10µM*,-7%,0%
CC(=O)N/C(=C/c1ccc2c(c1)OCO2)C(=O)NCc1ccccc1,3%,-1%,-13%,1,25%,-4%,5%
COc1ccc(N(C(=O)c2cccc(C)c2)S(=O)(=O)c2ccc3c(c2)n(C)c(=O)n3C)cc1,19%,/,/,14,/,/,-9%
COc1ccccc1-n1nc(C(=O)NCc2ccco2)c2ccccc2c1=O,8%,-15%,31%,-14,-2%,-6%,1%
CCC1=C(OC(=O)N(CC)CC)N2C(=O)OC(=NCC3CC3)[C@]2(Cc2ccccc2)[C@H]2C1=CC[C@H]1C(=O)N(C)C(=O)[C@H]12,-9%,1%,206%[activator],5,-20%,-8%,-1%
COc1ccc(OCCCC(=O)Nc2cc(S(=O)(=O)N3CCCCC3)ccc2OC)cc1,?,/,1%,14,?,-4%,-1%
CNC(=O)CSc1nnc(COc2ccc([N+](=O)[O-])cc2)n1C,-3%,1%,-6%,5,10%,4%,-2%
Brc1cc(/C=N/n2cnnc2)oc1Br,-7%,-4%,-20%,-1,-7%,22%,0%

Complete entries, quoted from the list.
CNC(=O)CSc1nnc(COc2ccc([N+](=O)[O-])cc2)n1C across the screens: AmpC inh detg: -3%; LmPK inhibitor: 1%; AmpC no deterg: -6%; HCMV antiviral: 5; HCV inh: 10%; AMA1 RON2 block: 4%; Tb PYK inh: -2%
Cc1c(C(=O)C(=O)N2CC=C(c3ccccc3)CC2)c2ccccc2n1C across the screens: AmpC inh detg: -9%; LmPK inhibitor: 7%; AmpC no deterg: 27%; HCMV antiviral: 33; HCV inh: ?; AMA1 RON2 block: -1%[11.6 µM]; Tb PYK inh: 1%
